# Ecoli tolC = growth inhibitors of E. coli tolC mutant, primary screen, strain BW25113 ΔtolC::kan, 384-well; OD615; growth inhibition, % at 10 µM (by protocol); 2.2% of 65,000 active; AID 573, 2007;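 active = growth inhibition at or above a cutoff equal to the mean over every tested compound plus 3 SD, cut at about 60% in these data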;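 note: growth measured after 20 h incubation at 37 °C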
#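 Material: E. coli BW25113 ΔtolC::kan, tolC deletion mutant strain. Measure: percent growth inhibition. Schedule: 37 °C, 20 h exposure. Doses: single-point testing at 10 µM. Signal: A615 absorbance measurement. Buffer or medium: kanamycin-containing LB broth (50 µg/mL).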
# HEK293 NFkB inh = inhibitors of PMA/ionomycin-induced NF-kB reporter, primary screen, antigen receptor NF-kB inhibitor project, cell-based, HEK-293 luciferase reporter, luminescence. 0.21% of 62,000 active. inhibition, % at 3 µM. HEK-293 NF-kB luciferase reporter;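 active = inhibition above the mean of all tested compounds plus 3 SD, cut at about 40% in these data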;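 note: 0% = stimulated DMSO wells and 100% = 10 µM reference inhibitor 5653914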
#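 Signal: luciferase luminescence; Material: HEK-293 cells with stable firefly luciferase reporter driven by four HIV NF-kB elements; Probe or stimulus: PMA with ionomycin; Replication: tested once; Times: 1 h compound pretreatment, then 16 h stimulation at 37 °C, 5% CO2; Benchmarks: DMSO and 10 µM reference inhibitor; Evaluation: per-plate % inhibition versus controls.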
# JNK3 blocker = JNK3 kinase activity inhibitors, primary screen, biochemical, human, purified enzyme | HTS | 0.61% of 60,000 active | inhibition, % at 8 µM | AID 746, 2007; in the data active = inhibition above about 17%;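 note: 0% = DMSO and 100% = reference inhibitor; many of its hits are not listed in these tables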
# Target sequence (P53779 whole entry, looked up): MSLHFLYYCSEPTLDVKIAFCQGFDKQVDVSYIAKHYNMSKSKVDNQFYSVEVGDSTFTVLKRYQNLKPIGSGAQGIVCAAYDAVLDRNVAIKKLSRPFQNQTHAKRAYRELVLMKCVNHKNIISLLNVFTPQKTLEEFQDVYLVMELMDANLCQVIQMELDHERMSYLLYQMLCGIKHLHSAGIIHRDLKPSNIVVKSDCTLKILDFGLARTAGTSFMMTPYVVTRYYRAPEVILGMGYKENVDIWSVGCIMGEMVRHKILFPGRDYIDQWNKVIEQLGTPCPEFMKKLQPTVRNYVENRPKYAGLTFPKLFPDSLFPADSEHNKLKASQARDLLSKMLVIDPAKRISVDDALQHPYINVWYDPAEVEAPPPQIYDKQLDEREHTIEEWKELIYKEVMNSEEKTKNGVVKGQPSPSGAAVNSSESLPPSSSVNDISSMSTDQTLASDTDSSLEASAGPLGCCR
# NADH coupling = inhibitors of PK/LDH coupling enzymes, profiling panel, artefact control, biochemical, MLSMR library; IC50, µM (series often up to 10 µM), inactives show at the highest dose inhibition; coupled PK/LDH NADH assays, four targets; AID 774, 2007; 0.02% of 65,000 active;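 active = single-dose screening hits from any of four coupled enzyme assays that gave an IC50 when retested across doses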;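 note: the DPM-DC format reads NADH fluorescence rather than 340 nm absorbance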
# A340 absorber = compound light absorbance at 340 nm, profiling panel, artefact control, biochemical, MLSMR library, data from PS, PMK, MK assays | 65,000 tested, under 10 active | compound absorbance at 340 nm, fold over control | fold change at 10 µM;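 active = at 10 µM dose, initial 340 nm absorbance at least 2 fold that of control wells; inactive = change under 2 fold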;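 note: initial absorbance extrapolated from kinetic A340 decline of NADH oxidation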
# PKA inh = inhibitors of human PKA kinase activity, primary screen, biochemical, ATP-depletion luminescence, Kemptide substrate | cAMP-dependent protein kinase catalytic subunit alpha (Homo sapiens), P17612 | PKA Kemptide phosphorylation, Kinase-Glo ATP luminescence | inhibition, % at 6 µM | 0.1% of 65,000 active | AID 524, 2006;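 active = inhibition above the screen-wide mean inhibition plus 3 SD, cut at about 21% in these data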; note: many of its hits are not listed in these tables
# MMP13 inh = human MMP13 inhibitors, primary screen, biochemical, FRET peptide cleavage. Collagenase 3 (Homo sapiens), P45452. MMP-13 fTHP FRET cleavage, Mca fluorescence. inhibition, % at 4 µM. 0.07% of 65,000 active;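 active = inhibition above the mean of compound-free control plate wells plus 3 SD, cut at about 14% in these data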;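 note: 0% = DMSO wells and 100% = wells with reference MMP-13 inhibitor after basal subtraction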
# ROCK2 inh = inhibitors of human ROCK2 kinase, primary screen, biochemical, high-throughput, luminescence | Rho-associated protein kinase 2 (Homo sapiens), O75116 | purified ROCK2, Kinase-Glo ATP depletion luminescence | inhibition, % at 6 µM | 0.35% of 60,000 active | AID 604, 2007;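 active = inhibition above the screen-wide mean inhibition plus 3 SD, cut at about 18% in these data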;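 note: plate controls were DMSO wells for no effect and Y-27632 control wells after no-enzyme background subtraction for full effect; many of its hits are not listed in these tables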
# Fluor 339 460 = intrinsic fluorescence of library compounds, ex339/em460 – biochemical, MLSMR library, data from DPM-DC assay, artefact control, profiling panel; AID 709, 2007; compound autofluorescence, ex339/em460 nm, NADH buffer; active compounds read high; 1 = no-compound wells, NADH background; fluorescence fold increase at 10 µM; 5.5% of 65,000 active;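 active = at 10 µM, mean starting fluorescence two-fold or more over control wells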;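 note: signal is the first read of a kinetic run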
# An asterisk follows results filed as active; x = no result given; [ ] = another dose, or the depositor's remark. An excerpt; rates above refer to the full screens.
SMILES,Ecoli tolC,HEK293 NFkB inh,JNK3 blocker,NADH coupling,A340 absorber,PKA inh,MMP13 inh,ROCK2 inh,Fluor 339 460
CCOC(=O)c1ccc(NC(=O)CCc2ccc(C)o2)cc1,10,-3,4,0%,1,1,2,2,1.1
c1ccc2nc3c(nc2c1)[nH]c1ccccc13,23,-32,55*,4%,1.1,-4,3,3,1.4
COC(=O)c1cccc(NC(=O)Cn2cnc3c2c(=O)n(C)c(=O)n3C)c1,2,14,-3,5%,0.99,13,15*,11,1.1
CCOC(=O)C1=C(C)NC(=O)CC1c1cc2c(cc1Br)OCO2 (stereo unspecified),22,7,-5,5%,1,9,-8,3,1.1
COC(=O)Cn1c(CN2CCOCC2)nc2c1c(=O)[nH]c(=O)n2C,-23,7,6,2%,1,2,-8,4,0.94
Nc1cc(Cl)ccc1N1CCOCC1,-12,0,0,6%,0.99,2,-12,4,1.1
O=C(O)c1ccc(CSc2ncn[nH]2)cc1,-17,-6,-3,2%,1,-2,-1,-1,1
O=C1NCC(COCC2CC=CCC2)O1 (stereo unspecified),7,x,-5,3%,1,2,5,-11,1
CCOC(=O)c1[nH]c2ccccc2c1NC(=O)c1ccc(Br)o1,20,21,x,20%,1,7,0,x,0.91
c1ccc2c(c1)nc1n2CN(Cc2ccc3c(c2)OCO3)CN1,-26,0,2,7%,1,7,4,3,1.1
COc1cc(NC(=O)N2CCOCC2)cc(OC)c1,-11,12,x,1%,1,1,4,x,1.1
O=C(Cn1nnc(-c2cccc(C(F)(F)F)c2)n1)NC(=O)NCc1ccco1,-4,13,2,2%,0.99,-2,1,0,1
COc1ccccc1-c1nn2c(-c3ccco3)nnc2s1,4,x,1,5%,1.1,6,0,5,1.1
CS(=O)(=O)N1CCN(c2ccccc2NC(=O)c2cccnc2)CC1,-5,15,-6,2%,1.1,10,-1,8,1.1
O=C(CSc1nnc(CNc2ccc(F)cc2)o1)N1CCN(C(=O)c2ccco2)CC1,-6,6,1,5%,1,5,-6,-1,1.1

# Reprinted at random: three compounds from above.
SMILES,Ecoli tolC,HEK293 NFkB inh,JNK3 blocker,NADH coupling,A340 absorber,PKA inh,MMP13 inh,ROCK2 inh,Fluor 339 460
CS(=O)(=O)N1CCN(c2ccccc2NC(=O)c2cccnc2)CC1,-5,15,-6,2%,1.1,10,-1,8,1.1
COc1cc(NC(=O)N2CCOCC2)cc(OC)c1,-11,12,x,1%,1,1,4,x,1.1
c1ccc2c(c1)nc1n2CN(Cc2ccc3c(c2)OCO3)CN1,-26,0,2,7%,1,7,4,3,1.1

# Next section:
SMILES,Ecoli tolC,HEK293 NFkB inh,JNK3 blocker,NADH coupling,A340 absorber,PKA inh,MMP13 inh,ROCK2 inh,Fluor 339 460
Cc1nnc(N(C)C(=O)Cc2ccc3c(c2)OCO3)s1,-1,1,-4,2%,1,11,8,2,1
O=C(C1CCCN(S(=O)(=O)c2ccc(F)cc2)C1)N1CCCC1 (stereo unspecified),-6,-4,-1,7%,0.97,7,1,10,1.1
Cc1ccc(O)c(C(=O)c2cnn(C(=O)Cc3csc(C)n3)c2)c1,5,15,x,8%,1.1,6,-8,x,1.1
CSc1nc2nc(-c3ccccc3)cc(C(F)(F)F)n2n1,4,0,-1,3%[fluoresces],1.2,-3,-35,-4,3.8*
Cc1cc(C)nc(/N=c2/ssnc2Cl)c1,4,5,-7,7%,1.1,5,4,1,1
Cc1cc(O)c(/C=N/c2ccccn2)c(=O)o1,-12,12,-1,4%,1,14,0,7,1
Cn1c(=O)c2c(nc(CN3CCN(c4ccc(F)cc4)CC3)n2Cc2ccccc2F)n(C)c1=O,-12,14,-1,0%,0.99,-10,1,-2,1.2
COc1cccc(-c2csc(NC(C)=O)n2)c1,-3,-16,-3,12%,1.1,-2,2,2,1
COc1cc(OC)c(NC(=O)CCc2nc(-c3ccc(C)cc3)no2)cc1Cl,9,-4,2,3%,1,0,-1,8,1.1
CCn1cc(S(=O)(=O)CC(=O)Nc2ccc(C)cc2)c2ccccc21,5,9,x,2%,1,8,0,x,1.1
Cc1cccc(NCc2nc(-c3ccccc3)no2)c1,25,8,-8,5%,1,-6,0,-2,1.1
Cc1nnc(SCCn2c(Br)nc3c2c(=O)n(C)c(=O)n3C)s1,-8,22,-9,4%,1,9,-6,6,1
COc1cccc(-c2nnc3sc(-c4ccccc4)nn23)c1,18,x,0,2%,1,3,-2,5,1.1
O=C1CSc2ccccc2N1Cc1ccc(F)cc1,20,6,x,5%,1,0,2,x,1.1
C=C(C)Cn1c(-c2ccc(OC)cc2)nc2ccccc21,1,x,-8,5%,0.98,6,-20,7,1.1
COC(=O)c1ccc(Sc2ccc(C)cc2)c(N)c1,12,9,x,10%,1,-1,-52[fluorescence artefact?],x,3.1*
Cn1nc(C(=O)OCCN2C(=O)c3ccccc3C2=O)c2ccccc2c1=O,5,4,-1,3%,1,7,0,4,1
O=C(Nc1cccc(-c2nnc(-c3ccccc3)o2)c1)C1CCCCC1,3,-34,-4,1%,1,7,2,8,1
c1ccc(CC2CCN(Cc3nc(-c4ccccc4)no3)CC2)cc1,70*,7,-1,3%,1,1,5,-3,1.1
Cc1nn(Cc2ccc(C(=O)NC(C)(C)C)o2)c(C)c1Br,-4,18,2,5%,0.99,4,-9,-1,1.1
c1ccn2c(SCc3cn4ccsc4n3)nnc2c1,-18,-7,6,4%,1,8,0,5,1
Cc1ccnc(N2CCN(c3c4c(c(C#N)c5nc6ccccc6n35)CCC4)CC2)c1,7,x,7,3%,1,5,1,4,0.46
CCC1(C)Cc2ccccc2-c2c1c(=O)n(Cc1ccccc1)c1nnnn21 (stereo unspecified),-5,28,-1,1%,1.1,2,3,2,1.2
CCOc1nc(-c2ccccc2)ccc1-c1noc(-c2ccncc2)n1,-2,16,3,8%[fluoresces],1,7,-10,4,3.3*
CCOC(=O)N1CCN(Cc2nc3c(c(=O)[nH]c(=O)n3C)n2Cc2cc(C)ccc2C)CC1,-1,15,0,3%,0.97,4,-4,1,1.1
Cc1nnc(SCC(=O)Nc2nccs2)[nH]c1=O,-11,12,-3,6%,1.1,-1,10,-8,1.1
CC1(C)CC(=O)N(CC(=O)O)c2ccccc2S1(=O)=O,-16,2,-3,1%,1,2,-3,5,1.1
Nc1nc(SCc2ccc(Cl)cc2Cl)n[nH]1,25,12,7,4%,0.97,1,7,10,1
COc1ccc(OCc2nn3c(-c4ccco4)nnc3s2)cc1,24,5,2,10%,1.1,9,5,6,0.88
O=C(CCS(=O)(=O)c1cccc2nsnc12)NCc1ccccc1,-7,13,x,3%,1,10,-1,x,1
C=C(CC)C(=O)c1ccc(OCC(=O)O)c(Cl)c1Cl,10,x,8,2%,0.98,0,6,3,1
Cc1ccc(NCc2nnc(SCC(=O)NCc3ccco3)n2CC2CCCO2)cc1Cl (stereo unspecified),1,2,3,2%,1,-2,-3,2,1.1
O=C(NCC1CCCO1)C1c2ccccc2C(=O)N1C1CCCCCC1 (stereo unspecified),-2,6,2,2%,0.98,5,-5,2,1
COc1ccc(C(=O)/C=C/N2CCCCC2)cc1OC,-4,2,3,8%,1.3,4,5,-4,1
Cc1cc2c(c(=O)o1)C(Cc1ccccc1)C(C#N)=C(N)O2 (stereo unspecified),-3,x,1,3%,1,3,-8,-2,1.1
CCOC(=O)N1CCC(NC(=O)c2cc(-c3ccc(F)cc3)[nH]c2C)CC1,3,11,-5,1%,1,5,0,1,1.2
C=CCn1c(SCC(=O)NC2CCS(=O)(=O)C2)nc2scc(C3CC3)c2c1=O (stereo unspecified),6,14,-5,2%,1.1,-2,2,-3,1.1
CC1=C(C(=O)Nc2cc(C)ccn2)C(c2ccc(C)cc2)C2=C(CCCC2=O)N1 (stereo unspecified),6,-2,2,3%[fluoresces],1.1,-4,-35,-2,2.3*
O=C(Cc1ccccc1)NC1CCN(S(=O)(=O)c2cccc(F)c2)CC1,-15,0,5,5%,1,9,4,7,1
Cc1ccc2[nH]c(=O)c(N3CCOCC3)c(-c3ccccc3)c2c1,4,5,8,8%,1.1,4,-2,3,1.5
CC(=O)n1cc(C2C(=O)CC(C)(C)CC2=O)c2ccccc21,-1,9,-3,3%,1.1,-11,4,-6,1
O=C(NCC1CCCCC1)C1CCCN(C(=O)NC2CCCCC2)C1 (stereo unspecified),-10,12,0,5%,1,-5,4,-1,1.1
CCC1Oc2ccc(Cl)cc2N(CC(=O)O)C1=O (stereo unspecified),-14,10,x,5%,1,5,4,x,1.1
Cn1c(CSCc2ccc(Cl)c(Cl)c2)nnc1SCC(=O)Nc1nccs1,4,13,-3,3%,1,19,1,25*,1.1
O=S(=O)(Nc1ccc2c(c1)nc1n2CCOC1)c1ccccc1,-21,8,1,0%,1.1,6,-7,2,1.1
Cc1cccc(-c2nnc(SCc3cc(=O)[nH]c4ccccc34)n2C)c1,4,5,-3,9%,1.1,0,3,1,1
Cc1ccc(OCn2c(=O)sc3ccccc32)cc1,58,6,1,7%,1.1,5,-4,7,1.1
CCN1C(=O)/C(=C/N2CCc3ccccc32)SC1=S,x,-12,1,3%,0.99,-1,3,4,1.3
O=C(CN1C(=O)C2C3C=CC(C3)C2C1=O)N1CC(=O)N(CCc2ccccc2)C(=O)C1 (stereo unspecified),-24,2,-1,5%,0.99,2,2,1,1.1
NC(=O)CCS(=O)(=O)CCN1CCCCC1,-13,14,5,2%,0.98,8,-8,6,1
Cc1ccc(S(=O)(=O)N2CCN(C(=O)C3Cc4ccccc4CN3C(=O)c3ccco3)CC2)cc1 (stereo unspecified),-9,6,-3,5%,1,4,-1,2,1.1
COc1cccc(N(C(C)=O)c2nc(C)cc(C)c2C#N)c1,-2,21,x,2%,1,-2,1,x,1.1
Cc1sc2nc(SCc3nnc(-c4cccs4)o3)n(C3CCCC3)c(=O)c2c1C,14,22,-4,1%,1.1,-1,3,-1,1.1
CSc1cc(C)nc(N(C)C(C)=O)n1,14,x,0,1%,1,6,3,9,1.1
CCCn1c(C(O)c2ccc3c(c2)OCO3)nc2ccccc21 (stereo unspecified),-6,10,x,3%,1.1,-6,0,x,1.1
O=C(NCCN1CCCCCC1)C1CCC(CNS(=O)(=O)c2cccc3cccnc23)CC1 (stereo unspecified),9,13,8,10%,1,7,0,-1,1.1
O=C(NC(NC1CCS(=O)(=O)C1)C(=O)c1cccs1)c1ccccc1 (stereo unspecified),-17,-6,4,3%,0.99,4,-1,5,1
CC1CCCC(C)N1C(=O)CSc1nc2ncnc(N)c2[nH]1 (stereo unspecified),-20,5,-4,2%,1,-4,6,-2,1.1
Fc1ccc(COc2ccc(/C=N/n3cnnc3)cc2)cc1,11,22,-5,4%,1.1,-3,10,0,1.2
Cc1cnc(-c2nnc(N(C)C(=O)c3cccnc3)s2)cn1,-17,-1,1,6%,1.1,5,-7,3,1.2
Fc1ccc(-c2cnc[nH]2)cc1,-5,x,4,1%,1,1,8,-9,1

# High-throughput results as filed in PubChem.
